Source: PubChem
MgcRacGAP inhibition – MgcRacGAP GTPase-activating activity inhibitors, confirmation, biochemical, ADP Hunter fluorescence; MgcRacGAP-stimulated Rac1 GTP hydrolysis, ADP Hunter fluorescence; higher % means a stronger effect; GST-tagged Rac1 F28L mutant substrate; one-dose inhibition, % at 30 µM; IC50 in µM for titrated hits; 340,000 compounds, 0.6% hits;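 active = first-screen hits whose inhibition reached a set limit at any dose in the follow-up dose series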;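 note: fluorescence reports GDP produced by GAP-driven GTP hydrolysis; strong numbers were not always called active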
Dengue-2 NS5 capping – flavivirus cap methylation enzyme inhibition – biochemical, confirmation dose response, primary screen (AID 588689); Dengue-2 NS5 methyltransferase capping enzyme assay, biochemical; higher % means a stronger effect; one-dose inhibition, % at 25 µM; IC50 in µM for titrated hits; 340,000 compounds, 0.3% hits; in the data active = a potency from the dose series
The depositor's hits bear a star. This is a subset; count on the stated rates, not on these rows.

MgcRacGAP inhibition,Dengue-2 NS5 capping,Compound
1.5%,-0.6%,O=C(OCc1cn([C@@H]2CN(CC3CCCCC3)[C@@H](c3ccc(Cl)cc3)C[C@H]2O)nn1)c1ccccc1
8.4%,-5.8%,C[C@@H]1CN([C@@H](C)CO)C(=O)c2cc(Br)cnc2O[C@H]1CN(C)C(=O)Nc1ccccc1
2.7%,-5.8%,Cc1ccc(C(=O)C=CC=Cc2ccccc2)cc1
9.0%,-6.1%,C[C@H]1CN([C@@H](C)CO)C(=O)CCCn2nncc2CO[C@@H]1CN(C)Cc1ccccc1C(F)(F)F
16.0%,0.0%,CCCCCCN1C[C@H](O)[C@@H](n2cc(C3CC3)nn2)C[C@@H]1c1ccc(OC)cc1
9.9%,-5.0%,Cc1ccc(S(=O)(=O)N(C)C[C@H]2OCCCC[C@H](C)Oc3ccc(NC(=O)Nc4cccc5ccccc45)cc3C(=O)N([C@@H](C)CO)C[C@H]2C)cc1
4.9%,-4.0%,Cc1ccc(C(=O)N2CCCc3ccccc32)c(Cl)c1
13.2%,-5.1%,COc1ccc(S(=O)(=O)N(C)C[C@H]2Oc3cc(Br)ccc3S(=O)(=O)N([C@H](C)CO)C[C@H]2C)cc1
8.1%,-1.7%,Cc1ccc(C)c(C(=O)COC(=O)c2cc(S(=O)(=O)N3CCOCC3)ccc2F)c1
15.8%,0.6%,NC(=O)C1(N2CCCCC2)CCN(C(=O)c2cc(COc3c(F)cccc3F)on2)CC1

Structural class, the entries above with sulfur (three)
MgcRacGAP inhibition,Dengue-2 NS5 capping,Compound
9.9%,-5.0%,Cc1ccc(S(=O)(=O)N(C)C[C@H]2OCCCC[C@H](C)Oc3ccc(NC(=O)Nc4cccc5ccccc45)cc3C(=O)N([C@@H](C)CO)C[C@H]2C)cc1
13.2%,-5.1%,COc1ccc(S(=O)(=O)N(C)C[C@H]2Oc3cc(Br)ccc3S(=O)(=O)N([C@H](C)CO)C[C@H]2C)cc1
8.1%,-1.7%,Cc1ccc(C)c(C(=O)COC(=O)c2cc(S(=O)(=O)N3CCOCC3)ccc2F)c1

(list continues)
MgcRacGAP inhibition,Dengue-2 NS5 capping,Compound
7.5%,-6.8%,CCCCCCN1C[C@@H](n2cc(C3CC3)nn2)[C@H](O)C[C@@H]1c1ccccc1
15.2%,1.1%,O=C(NCc1nnnn1-c1ccc(F)cc1)c1ccc(S(=O)(=O)N2CCOCC2)cc1
14.1%,9.1%,C[C@@H]1CN([C@H](C)CO)C(=O)CCCn2cc(nn2)CO[C@H]1CN(C)C(=O)Nc1ccnc(N2CCOCC2)c1
2.0%,2.9%,COc1ccc2c(Cl)cc(NC(=O)Nc3c(C)cccc3C)nc2c1
5.1%,-8.0%,COc1ccc(C(CC(=O)c2ccc(C)cc2)Sc2ccccc2N)cc1 (stereo unspecified)
9.3%,3.5%,O=C1CCC(C(=O)N2CCN(c3ccccc3)CC2)CN1Cc1ccc(Cl)cc1 (stereo unspecified)
3.0%,-0.6%,FCc1nc2nc(Cl)c(Cl)nc2[nH]1
7.5%,-9.3%,Cc1cc(N2CCN(C(=O)c3ccoc3)CC2)n2nc(-c3ccccc3)cc2n1
16.1%,0.6%,O=C(C1CCCCC1)N1C[C@@H](n2cc(-c3ccc(F)cc3)nn2)[C@H](O)C[C@@H]1c1ccc(Cl)cc1
-0.1%,-2.3%,Cc1ccc(S(=O)(=O)N2CC3(O)CN(C(=O)OC(C)C)N(C(=O)OC(C)C)CC3(OC(=O)NCC3CCCCC3)C2)cc1 (stereo unspecified)
8.4%,1.7%,Cc1ccc([C@H]2C[C@@H](n3cc(C4CC4)nn3)[C@H](O)CN2CC2CCCCC2)cc1
2.8%,-1.7%,Cc1cccnc1NS(=O)(=O)c1ccccc1
10.2%,-10.2%,COc1ccc(CNC(=O)O[C@]23C[C@H]4C(=O)N(c5ccccc5)C(=O)[C@H]4C[C@@]2(O)CN(S(=O)(=O)c2ccc(C)cc2)C3)cc1OC
13.2%,15.4%,CN(CCc1ccccc1)C(=O)CC1C(=O)NCCN1Cc1ccccn1 (stereo unspecified)
0.8%,0.0%,CN(C(=O)COC(=O)Cc1ccc(Br)cc1)c1c(N)n(Cc2ccccc2)c(=O)[nH]c1=O
14.3%,-8.7%,Cc1ccc([C@H]2C[C@H](n3cc(COC(=O)c4ccccc4)nn3)[C@@H](O)CN2C(=O)c2cccs2)cc1
15.3%,1.7%,CSc1ncnc2c1ncn2CCCN[C@H](C)c1cccc2ccccc12
4.2%,3.4%,COc1cc(NS(=O)(=O)c2ccc(-n3cccn3)cc2)cc(OC)c1
3.6%,0.6%,O=c1[nH]nc(-c2ccc[nH]2)[nH]1
0.7%,-9.1%,COCCn1c(=S)[nH]c2cc(C(=O)NCc3ccc(F)cc3)ccc2c1=O
6.6%,-1.1%,COc1ccc(S(=O)(=O)N2CC=C(c3ccccc3)CC2)cc1OC
9.8%,-3.3%,C#CCN(C[C@@H]1[C@@H](OC(=O)NCc2ccco2)[C@@H](OC(=O)NCc2ccco2)Cn2c(=O)n(CCCCCC)c(=O)n21)S(=O)(=O)c1ccc(C)cc1
-8.7%,-4.6%,COC(=O)c1cc(S(=O)(=O)NCC(C)c2ccccc2)c[nH]1 (stereo unspecified)
5.7%,0.0%,Cc1cccc(NC(=O)Oc2ccc(Cl)c3cccnc23)c1
18.5%,1.1%,Cn1ncc([N+](=O)[O-])c1C(=O)Nc1ccccc1C#N
2.7%,-3.4%,Cc1ccc(NC(=O)c2ccc(OCC3CCCO3)cc2)cc1Cl (stereo unspecified)
13.9%,2.7%,Cc1[nH]c2ccccc2c1C(=O)C(=O)NCc1nnnn1-c1cccc(F)c1
7.6%,-1.6%,Cc1ccc(S(=O)(=O)CCC(=O)Nc2cc(C)on2)cc1
10.5%,1.7%,CSc1ncccc1C(=O)N1CCCC(N2CCN(c3ccccc3C)CC2)C1 (stereo unspecified)
12.1%,1.6%,Cc1cccc(NC(=O)CN(C)C(=O)Cc2ccc(-c3ccccc3)cc2)c1C

Some of the entries so far, with two lines to a compound:
Below each compound: MgcRacGAP inhibition | Dengue-2 NS5 capping
CCCCCCN1C[C@@H](n2cc(C3CC3)nn2)[C@H](O)C[C@@H]1c1ccccc1
  7.5% | -6.8%
Cc1ccc(NC(=O)c2ccc(OCC3CCCO3)cc2)cc1Cl (stereo unspecified)
  2.7% | -3.4%
NC(=O)C1(N2CCCCC2)CCN(C(=O)c2cc(COc3c(F)cccc3F)on2)CC1
  15.8% | 0.6%
Cc1ccc([C@H]2C[C@H](n3cc(COC(=O)c4ccccc4)nn3)[C@@H](O)CN2C(=O)c2cccs2)cc1
  14.3% | -8.7%
O=c1[nH]nc(-c2ccc[nH]2)[nH]1
  3.6% | 0.6%
CSc1ncnc2c1ncn2CCCN[C@H](C)c1cccc2ccccc12
  15.3% | 1.7%
Cc1cccc(NC(=O)Oc2ccc(Cl)c3cccnc23)c1
  5.7% | 0.0%

(next part)
MgcRacGAP inhibition,Dengue-2 NS5 capping,Compound
6.3%,-5.1%,COc1ccc(CCNS(=O)(=O)c2ccc3c(c2)CC(C)N3C(=O)C2CC2)cc1OC (stereo unspecified)
5.3%,7.4%,CCC(=NNS(=O)(=O)c1ccc(C)cc1)c1ccc(OC)c(C)c1
10.9%,0.6%,C[C@H](CO)N1C[C@H](C)[C@H](CN(C)C(=O)c2ccccc2)OCc2ccccc2-c2c(n(C)c3ccccc23)C1=O
9.7%,0.6%,CCCCN1C[C@H](c2ccc(Br)cc2)[C@@H](CC(=O)Nc2ccc(Br)cc2)C1=O
39.5%,-22.4%,COCCCNC1=C(C#N)C(=O)NC(c2cccs2)S1 (stereo unspecified)
15.1%,1.6%,C[C@H](CO)N1C[C@H](C)[C@H](CN(C)C(=O)c2ccncc2)OCc2cnnn2CCCC1=O
2.3%,0.6%,CCCCCCN1C[C@H](O)[C@@H](n2cc(-c3ccc(F)cc3)nn2)C[C@@H]1c1ccc(Cl)cc1
-11.5%,-6.3%,CC(C)=C(c1ccc(Cl)cc1)c1c(N)ncnc1N
14.8%,2.8%,CCN(CC)C(=O)C1=C(C)N(Cc2ccc(F)cc2)C(=O)C(CC(=O)NC(c2ccccc2)c2ccccc2)C1 (stereo unspecified)
7.3%,-0.6%,Cc1ccccc1N1CCN(C2CCCN(C(=O)CSc3ccccn3)C2)CC1 (stereo unspecified)
8.0%,-2.2%,O=C1Nc2cc(C(=O)NCCN3CCCCCC3)ccc2S/C1=C/c1ccccc1F
9.1%,1.1%,Cc1ccc(S(=O)(=O)N2C[C@]3(O)C[C@@H]4C(=O)N(c5ccccc5)C(=O)[C@@H]4C[C@]3(OC(=O)NC3CC3)C2)cc1
9.3%,-4.0%,Cc1cc(OCC(=O)OC(C)C(=O)NC2CC2)c(C(C)C)cc1Cl (stereo unspecified)
0.0%,0.0%,O=C(NCCS(=O)(=O)NCc1cccs1)c1ccccc1
13.4%,-1.1%,CCCCN(C(=O)CCOc1ccc(OCC)cc1)c1c(N)n(Cc2ccccc2)c(=O)[nH]c1=O
15.9%,2.8%,COc1ccc(NC(=O)COC(=O)C2CCCN2C(=O)OC(C)(C)C)cc1Cl (stereo unspecified)
10.2%,-5.7%,COc1cccc(S(=O)(=O)N(C)C[C@@H]2OCc3cn(nn3)CCCC(=O)N([C@@H](C)CO)C[C@H]2C)c1
6.7%,4.0%,O=c1cc(-c2ccccc2)nc2c(Cl)cc(Cl)cn12
8.5%,4.0%,O=C(O)c1c[nH]c2nccnc12
13.7%,-1.1%,COc1ccc(CCNCCC(c2ccccc2)c2ccccc2)cc1OC
21.3%,8.2%,CC(C)(C)NC(=O)CN1C(=O)c2cccc3cccc1c23
12.8%,-1.1%,CCCCCCN1C[C@H](O)[C@@H](n2cc(-c3ccc(F)cc3)nn2)C[C@@H]1c1ccc(C)cc1
-1.5%,5.1%,CCN1C(=O)[C@H]2[C@@H](c3ccc(C)cc3)N[C@]3(CCCN(Cc4ccc(F)cc4)C3=O)[C@H]2C1=O
16.3%,0.6%,O=C(c1cccs1)N1C[C@@H](O)[C@H](n2cc(-c3ccc(F)cc3)nn2)C[C@@H]1c1ccccc1
-1.4%,-12.7%,CC1(C)Cc2cccc(OCC(=O)OCC(=O)Nc3ccc(S(N)(=O)=O)cc3)c2O1
6.0%,-0.6%,Nc1nc(N)c2c(n1)CN(Cc1ccc(Cl)cc1)C2
-11.4%,-1.1%,COc1ccc(S(=O)(=O)N2CCC(C(=O)NCCc3ccc(OC)c(OC)c3)CC2)cc1
3.3%,8.0%,NC(=O)c1nc2c([nH]c1=O)CCCC2
12.6%,1.7%,NC(=O)NN=C1CCN2CCCc3cccc1c32
14.1%,-2.8%,c1ccc(COc2ncnc3c2ncn3CCCNCc2cccs2)cc1
9.6%,0.0%,C[C@@H]1CN([C@@H](C)CO)C(=O)CCCn2nncc2CO[C@@H]1CN(C)C(=O)C1CCCCC1
17.0%,4.4%,O=C(Cc1cccs1)NCCS(=O)(=O)N1CCN(c2ccccc2)CC1
-0.3%,-8.0%,O=S(=O)(c1ccc(NC(=S)N2CCOCC2)cc1)N1CCCCC1
15.2%,-3.8%,CCNC(=S)N1CCC(C(=O)c2ccc(F)cc2)CC1
8.6%,2.9%,C[C@H](CO)N1C[C@H](C)[C@H](CN(C)S(=O)(=O)c2cn(C)cn2)OCc2cnnn2CCCC1=O
-2.1%,-2.3%,NC(=O)NC(CC(=O)OCC(=O)Nc1nnc(-c2ccccc2)o1)c1ccc(Cl)cc1 (stereo unspecified)
9.1%,-1.7%,C[C@@H]1CCCCO[C@@H](CN(C)CC2CCCCC2)[C@@H](C)CN([C@H](C)CO)C(=O)c2cc(NS(=O)(=O)c3ccc(Cl)cc3)ccc2O1
9.0%,-6.3%,Cc1[nH]c(=O)[nH]c(=O)c1C=CC(=O)NC(CO)CS(=O)Cc1ccccc1 (stereo unspecified)
17.4%,7.7%,CC(=O)Nc1cccc(/C(C)=N/NC(=O)c2cccc(S(=O)(=O)N3CCCC3)c2)c1
20.4%,1.1%,CCn1cc(C(=O)N2CCCC(C(=O)c3cccc(C(F)(F)F)c3)C2)cn1 (stereo unspecified)
24.0%,4.0%,COc1ccc(N2CCN(CCCn3ccc(NC(=O)OCc4ccccc4)nc3=O)CC2)cc1
16.4%,5.0%,CC(C)N(Cc1ccccc1)S(=O)(=O)c1ccc(-n2cccn2)cc1
7.1%,0.6%,COc1cc(C(=O)N2CCOC23CCN(Cc2ccccc2)CC3)cc(OC)c1OC
13.3%,3.3%,CC(C)NC(=O)N(C)C[C@H]1Oc2ncc(Br)cc2C(=O)N([C@H](C)CO)C[C@@H]1C
15.7%,-2.8%,CSC[C@H]1CN(c2ccccc2)C(=O)[C@@H]1CC(=O)Nc1ccc(Br)cc1
0.4%,6.4%,CN(C(=O)C(C)(C)C)[C@H]1C[C@H]2c3[nH]c4ccccc4c3CCN2C(=O)[C@H]1CO
13.4%,-7.7%,Cc1cc(C)c2cc(C#N)c(NCCCNC(=O)c3ccncc3)nc2c1
-23.2%,-0.6%,COc1ccc(C(=O)N/C(=C\c2ccc(-c3cccc([N+](=O)[O-])c3)o2)C(=O)NCCCN2CCOCC2)cc1
14.8%,2.8%,CCCCCCN1C[C@@H](n2cc(-c3ccc(F)cc3)nn2)[C@H](O)C[C@@H]1c1ccc(OC)cc1
8.5%,0.0%,CC(Cc1ccccc1)NC(=O)CCNNC(=O)c1ccncc1 (stereo unspecified)
18.3%,-0.6%,CCn1ncc(CN2CCC(n3nccc3NC(=O)c3ccccc3Cl)CC2)c1C
8.2%,-4.6%,CC1CN(C(=O)COC(=O)c2ccc3ccccc3c2)CC(C)O1 (stereo unspecified)
